# High-throughput results from PubChem BioAssay.
# SRC3 inh = SRC3 coactivator transcriptional activity inhibitors, primary screen, cell-based, luminescence; Nuclear receptor coactivator 3 (Homo sapiens), Q9Y6Q9; HEK293 GAL4-SRC3 luciferase reporter; inhibition, % at 3.6 µM; hit rate 0.17% among 360,000; AID 588352, 2011;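 active = inhibition above a per-campaign cutoff, the mean of all compounds plus 3 SD, cut at about 60% in these data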;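 note: 0% = DMSO-treated cells and 100% = gossypol-treated cells at 36 µM; higher means less SRC3-driven luciferase light from the GAL4 reporter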
# TROY signal inh = inhibitors of TROY-driven NF-kB signaling, primary screen, Q293 LMP1-TROYcd cells, NF-kB luciferase, uHTS; Q293 LMP1-TROYcd NF-kB luciferase reporter, 4 h; inhibition, % at 10 µM; hit rate 0.98% among 360,000; AID 1347056, 2019;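 active = compounds whose plate-normalised and pattern-corrected inhibition of the luciferase reporter signal at the single screening dose is 50% or more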
# LRH-1 inv ag = LRH-1 (NR5A2) inverse agonists, primary screen, cell-based, luminescence, HEK293T, StAR-luciferase reporter; hit rate 0.13% among 360,000; LRH-1 transfected, 24 h; inhibition, % at 3.6 µM; Nuclear receptor subfamily 5 group A member 2 (Homo sapiens), O00482; AID 602396, 2012;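 active = inhibition above the mean inhibition of all tested compounds plus 3 SD, cut at about 73% in these data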;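 note: 0% = DMSO wells and 100% = reporter-only cells lacking LRH-1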
# KKLEB tox = cytotoxicity in KKLEB CF airway cells, primary screen, cytotoxicity control for CF NF-kB inhibitor project, cell-based, uHTS, fluorescence assay plates | KKLEB CF airway cells viability, ATPlite luminescence, overnight; hits give low values; cells stimulated with P. aeruginosa culture filtrate | activity change (cytotoxicity), % at 5 µM | hit rate 0.36% among 360,000 | AID 602141, 2011;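 active = corrected activity change at or below -50% at 5 µM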
# C8 TRAIL sens = viability loss with TRAIL in NB7+C8 cells, primary screen, TRAIL sensitizer project, cell-based, ATPlite luminescence; AID 624354, 2012; hit rate 1% among 360,000; inhibition (viability loss, TRAIL sensitization), % at 10 µM;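 active = compounds causing at least 50% loss of cell viability in the single-dose screen, relative to plate controls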
# NCOA1 inh = SRC1 coactivator transcriptional activity inhibitors, primary screen, cell-based, luminescence | hit rate 0.12% among 360,000 | AID 588354, 2011 | Nuclear receptor coactivator 1 (Homo sapiens), Q15788 | HEK293 GAL4-SRC1 luciferase reporter | inhibition, % at 3.6 µM;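 active = inhibition above the campaign mean plus 3 SD, with each screening campaign given its own cutoff, cut at about 60% in these data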;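 note: 0% = DMSO treated cells and 100% = gossypol at 36 µM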
# CF NFkB inh = inhibitors of PAF-induced NF-kB signaling, primary screen, cell-based, GFP fluorescence, uHTS | KKLEB NF-kB-GFP reporter, GFP fluorescence overnight | inhibition, % at 5 µM | hit rate 0.86% among 360,000 | AID 588850, 2011;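 active = at least 50% inhibition at 5 µM, scaled per plate between neutral and stimulator controls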;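 note: PAF is a Pseudomonas aeruginosa culture filtrate used as stimulus; plate controls were PAF-stimulated DMSO wells for no effect and unstimulated DMSO wells for full effect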
# SRC2 inh = inhibition of GAL4-SRC2 driven luciferase reporter, primary screen, SRC2 inhibitor project, cell-based, luminescence; AID 651957, 2012; hit rate 0.17% among 370,000; Nuclear receptor coactivator 2 (Homo sapiens), Q15596; HEK293 GAL4-SRC2 luciferase reporter; inhibition, % at 9 µM;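 active = inhibition above the mean inhibition of all tested compounds plus 3 SD, set per campaign, cut at about 52% in these data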;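 note: 0% = DMSO treated cells and 100% = cells given Gossypol at 36 µM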
# TWEAK Fn14 block = inhibitors of TWEAK-Fn14 signaling, primary screen, luciferase reporter cells, uHTS. TWEAK-stimulated Fn14 reporter cells, luciferase luminescence, 8 h. inhibition, % at 10 µM. hit rate 2% among 360,000. AID 1159606, 2016; in the data active = inhibition above about 50%
# NR2F2 inh = NR2F2 transcriptional activity inhibitors, primary screen, cell-based, luciferase reporter, HEK293T, luminescence | COUP transcription factor 2 (Homo sapiens), P24468 | inhibition, % at 8.6 µM | hit rate 0.7% among 370,000 | HEK293T NGFI-A luciferase reporter;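 active = inhibition above a per-plate cutoff, mean inhibition of test wells between control levels plus 3 SD, cut at about 38% in these data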;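 note: cells cotransfected with COUP-TFII expression vector driving the NGFI-A reporter; 0% = median of COUP-TF2 test wells and 100% = reporter-only cells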
# LMP1 NFkB inh = EBV LMP1-driven NF-kappaB luciferase reporter inhibitors, primary screen, cell-based, luminescence, single point; LMP1-induced NF-kappaB luciferase reporter cells; AID 504558, 2011; inhibition, % at 12.5 µM; hit rate 0.69% among 350,000; in the data active = inhibition above about 41%;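 note: 0% = neutral control wells and 100% = reference inhibitor control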
# * = called active by the depositor; . = not tested or not shown.
SMILES,SRC3 inh,TROY signal inh,LRH-1 inv ag,KKLEB tox,C8 TRAIL sens,NCOA1 inh,CF NFkB inh,SRC2 inh,TWEAK Fn14 block,NR2F2 inh,LMP1 NFkB inh
COc1ccc(CNC(=O)CN2C(=O)CSc3ccc(S(=O)(=O)N4CCOCC4)cc32)c(OC)c1,0,6,-6,3,-7,11,5,0,14,-20,5
O=C(NCCc1ccccc1)c1cc(-c2ccncc2)nc2ccc(S(=O)(=O)N3CCOCC3)cc12,11,2,-16,6,-22,-9,-6,14,-34,2,-17
O=C(CCC1CCN(C(=O)C2CC=CCC2)CC1)Nc1ccccc1 (stereo unspecified),4,-12,21,3,-21,-9,-10,7,-5,9,-4
CC1CC(C)CN(CC(O)COCc2ccccc2)C1 (stereo unspecified),-3,15,13,-10,0,2,6,-27,4,22,-6
O=P(NCc1ccccc1)(OCc1ccccc1)OCc1ccccc1,10,2,-5,16,3,-15,4,-15,4,-2,-15
CN1CCN(C(=O)C2CCN(c3ncnc4c3nc3n4CCCCC3)CC2)CC1,5,-18,13,-5,-21,23,4,17,8,-14,-8
C=CCn1c(SCC(=O)Nc2sccc2C(N)=O)nc2ccc(Cl)cc2c1=O,-7,49,4,-7,25,-5,-13,-23,73*,12,-10
CCOc1ccccc1/C=N/Nc1ccnc(=O)[nH]1,-84,-39,-70,14,1,-118,-9,-72,-10,-29,9
COc1ccc(-c2nc3nc(C)cc(=O)n3[nH]2)cc1,11,-11,-6,11,11,10,6,-3,-18,1,8
CC/C(O)=C1\C(=O)CCCC1=NCc1nc2ccccc2[nH]1,14,-6,6,8,9,-28,-3,15,-11,3,-3
CN(CC(=O)Nc1ccc(F)cc1)C(=O)CN1C(=O)c2ccccc2C1=O,8,9,-6,2,4,-2,-27,-3,8,-7,7
Cc1csc(NC(=O)c2ccc3ccccc3n2)n1,-98,-44,-109,-15,45,-85,-3,-38,26,-49,-28
O=C(Nc1ccccc1NC(=O)c1ccco1)c1ccco1,-1,-15,-7,2,-5,10,-8,11,-11,-8,7
CC1(C)N=C(SCC(=O)Nc2ccccc2)C(c2ccc(Cl)cc2)=N1,11,-13,14,-11,1,18,10,25,-26,8,7
CC(=O)c1ccc(NC(=O)C2C3C=CC(O3)C2C(=O)O)cc1 (stereo unspecified),12,2,-5,4,-2,-20,-2,-15,-21,-13,3
O=C(CCCOc1cccc(Br)c1)NC1CCC(O)CC1 (stereo unspecified),-14,-3,2,2,-16,-2,-4,-14,-14,-1,1
Cc1cc(OCC(=O)O)c2ccccc2n1,16,11,5,3,-5,-10,-4,-11,1,-21,-10
CC(C)NC(=O)C1(C)Cc2c(-c3cccc(C(N)=O)c3)ccnc2O1 (stereo unspecified),-2,-13,24,-7,2,7,0,-13,-7,-4,.
NC(=O)C(c1ccccc1)c1ccc(C(=O)c2ccccc2)cc1 (stereo unspecified),10,19,9,-8,1,-8,26,29,3,2,14
CCc1ccccc1NC(=O)CN(C)C(=O)c1cccc(S(=O)(=O)N2CCCCCC2)c1,-14,2,-5,-18,-26,6,24,19,4,-15,0
O=C1CC(c2ccccc2Cl)CC(O)=C1C=Nc1ccccc1 (stereo unspecified),8,-6,2,-12,-7,-1,35,-2,45,9,5
C=Cc1ccc(Cn2c(C)c(C(=O)NCc3ccccc3C(F)(F)F)sc2=O)cc1,-9,3,19,-23,8,-7,-10,-12,-33,5,.
N#CC1(Nc2ccc(-c3ccc(NC4(C#N)CCCC4)cc3)cc2)CCCC1,-30,-7,-36,7,-9,-45,1,22,-3,-19,6
Cc1cc(C)c2cc(C(=O)N3CCC(N4CCCCC4)CC3)[nH]c2c1,-18,-3,-24,27,5,-5,-6,2,-11,7,-16
CC(C)(Oc1ccc(Cl)cc1)C(=O)NCc1ccc(S(N)(=O)=O)cc1,-3,-5,-3,-2,-9,-32,-1,13,-1,-1,-2
# Continued.
SMILES,SRC3 inh,TROY signal inh,LRH-1 inv ag,KKLEB tox,C8 TRAIL sens,NCOA1 inh,CF NFkB inh,SRC2 inh,TWEAK Fn14 block,NR2F2 inh,LMP1 NFkB inh
O=C(CN1C(=O)/C(=C\c2cccs2)SC1=S)Nc1cccc(C(=O)O)c1,19,-17,-10,2,1,-2,-4,-6,19,-8,-7
c1ccc(-n2nnnc2SCc2cccc(CSc3nnnn3-c3ccccc3)n2)cc1,-8,-8,1,1,15,2,6,1,-6,12,-2
c1csc(-c2nc3nc4ccccc4nc3n2Cc2ccc3c(c2)OCO3)c1,-27,6,-24,-2,12,-41,9,-4,29,-4,-11
O=Cc1cccn1Cc1ccc(Cl)cc1Cl,11,13,9,-4,-14,5,8,4,5,2,-4
COc1cc(OC)c(OC)cc1CN1CCCC(C(=O)c2ccccc2SC)C1 (stereo unspecified),-7,-8,-11,3,-8,-19,12,-2,2,2,5
CC1(C)CCCN(C(=O)c2ccc3c(c2NCCO)C(=O)c2ccccc2C3=O)C1,0,9,-3,-1,11,1,-2,27,25,12,-9
COc1ccc(NC(=O)C2CCCN(S(=O)(=O)c3ccc4c(c3)oc(=O)n4C)C2)c(OC)c1 (stereo unspecified),8,-5,19,12,-8,9,-8,15,-1,-13,8
CN(C)CCCNC(=O)c1ccc(-c2nc(-c3ccc(Cl)cc3)cs2)cc1,-50,-168,-81,-24,90*,-79,6,-11,20,-53,-21
COc1ccc(CC(=O)NC2CCN(CC(=O)N3CCCc4ccccc43)CC2)cc1OC,10,-10,10,-1,6,-4,-13,3,-3,3,-7
CC(NC(=O)c1cccs1)C(c1cccs1)N1CCOCC1 (stereo unspecified),-1,-4,-6,-10,-13,-7,12,0,26,0,-1
O=C(c1nc2ccccn2c1CNCCCn1nnc2ccccc21)N1CCOCC1,28,6,-7,0,-3,-1,0,-3,-4,8,0
NCCNC(=O)c1c(NC(=O)c2ccccc2)sc2c1CCCC2,-36,-46,-14,-1,-3,-32,17,-45,2,-5,-31
COc1cc(OC)c(-c2nc(-c3ccncc3)no2)cc1OC,-18,-11,10,16,20,-10,-19,-13,-16,12,-5
CCC(=O)Nc1ccc(NCc2ccc(-c3ccccc3)cc2)cc1,-5,-7,-14,-16,-16,-7,-11,38,4,3,6
Cc1ccc(OCC(=O)c2cc(C)n(CC(F)(F)F)c2C)c([N+](=O)[O-])n1,-4,18,3,6,6,-24,4,2,23,8,0
Cc1ccc(C(=O)C(C)OC(=O)CNC(=O)c2ccc(Br)o2)cc1 (stereo unspecified),-11,1,8,8,-12,-4,9,3,-17,25,3
CCOC(=O)CSc1nc2ccccc2c(=O)n1CC1CCCC1,3,-2,20,-17,1,0,14,-5,1,-2,1
CCOC(=O)C1(CCc2ccccc2)CCN(C(=O)C2=C(C)OCCO2)CC1,-1,-55,-10,-19,8,-15,15,3,-23,-21,-18
Cc1ccnc(NC(=O)CNC(=O)COc2ccccc2)c1,-55,15,-88,4,-4,-76,11,-69,1,-38,-46
Cc1ccc(CSCC(=O)NN=C2CCN(C)CC2)cc1,-20,8,7,0,-13,-3,14,-43,-3,-10,2
CN(C(=O)COC(=O)CNC(=O)c1ccc(Cl)cc1Cl)c1ccccc1,10,-6,-8,-4,-5,1,-9,5,1,-12,-7
CCC(=O)N/N=C/c1ccc(-c2ccc([N+](=O)[O-])cc2)o1,-11,-5,15,6,-3,12,-16,-4,-2,-10,-2
CCCCn1c(N)c(N(CCC(C)C)C(=O)c2[nH]c(C)c(C(=O)OCC)c2C)c(=O)[nH]c1=O,9,-21,-24,-1,-4,8,-12,-20,-10,0,0
O=C(CCNS(=O)(=O)c1ccccc1C(F)(F)F)NCC(c1ccco1)N1CCCCC1 (stereo unspecified),9,5,4,6,-14,-27,-12,-25,-17,-15,0
O=C(Nc1ccccc1)c1ccc(-c2ccc(F)cc2)s1,-68,-75,-98,19,12,-67,-33,-91,-67,-53,-37

# Looked up by compound from above (2):
SMILES,SRC3 inh,TROY signal inh,LRH-1 inv ag,KKLEB tox,C8 TRAIL sens,NCOA1 inh,CF NFkB inh,SRC2 inh,TWEAK Fn14 block,NR2F2 inh,LMP1 NFkB inh
COc1ccc(CC(=O)NC2CCN(CC(=O)N3CCCc4ccccc43)CC2)cc1OC,10,-10,10,-1,6,-4,-13,3,-3,3,-7
Cc1ccc(CSCC(=O)NN=C2CCN(C)CC2)cc1,-20,8,7,0,-13,-3,14,-43,-3,-10,2

# Further compounds follow:
SMILES,SRC3 inh,TROY signal inh,LRH-1 inv ag,KKLEB tox,C8 TRAIL sens,NCOA1 inh,CF NFkB inh,SRC2 inh,TWEAK Fn14 block,NR2F2 inh,LMP1 NFkB inh
COc1ccccc1C(=O)N/C(=C/c1ccccc1)C(=O)NC(CCSC)C(=O)O (stereo unspecified),12,4,20,1,-6,11,12,-24,8,9,-24
CCCCCN(C(=O)CCC(=O)OCc1cccc(C)c1)c1c(N)n(CCCC)c(=O)[nH]c1=O,1,1,-12,-19,5,6,26,-17,3,-1,2
CCCCN(C(=O)Oc1ccccc1)C1CCS(=O)(=O)C1 (stereo unspecified),8,4,8,-12,-6,-13,11,0,6,-2,-28
COc1cccc(Oc2cn[nH]c2-c2ccc(OC)cc2O)c1,12,-14,5,-5,-4,-9,10,7,31,25,1
Cc1cc(N/N=C/c2ccc(O)cc2)c2cccc(C)c2n1,-21,-73,-34,8,16,7,-152,-68,-59,-8,6
Cc1cccc(C(=O)N[C@H](C(=O)Nc2ccc(C)c(S(=O)(=O)N3CCOCC3)c2)C(C)C)c1,-7,0,5,5,25,7,0,-11,29,-4,4
COC(=O)C1=C(C)NC(C)=C(C(=O)OC)C1C1CC=CCC1 (stereo unspecified),6,-4,8,8,-14,-8,-20,3,-1,-24,-2
O=C(NC(=S)Nc1ccc(Br)cn1)c1cccnc1,1,-30,-4,1,11,5,9,-39,-3,11,-9
COc1ccc(NC(=O)C2(C)Cc3c(-c4ccc5c(c4)OCO5)ccnc3O2)cn1 (stereo unspecified),-24,-3,22,-3,12,7,2,-4,-4,-32,.
Cc1cc(C)cc(NC(=S)N2CCN(c3ncc(C(F)(F)F)cc3Cl)CC2)c1,11,-4,-2,-3,7,15,2,17,-9,2,1
Cn1cccc1C(=O)NCc1ccc(S(N)(=O)=O)cc1,-13,3,4,10,4,-21,5,-4,46,7,7
O=CNc1cc(-c2ccc(C(=O)NC3CC3)cc2)cn2c(-c3ccc(F)c(Cl)c3)cnc12,-29,5,12,-8,5,-11,3,-10,34,-2,.
CC(=O)Nc1cccc(C(=O)NCC2(N3CCCCC3)CCCCC2)c1,10,2,-23,10,1,-4,-17,-3,9,-9,-3
CCOC(=O)/C(=N/Nc1ccccc1)N1CCCc2ccccc21,11,-3,6,6,-4,2,-11,-17,9,12,-3
